mHTT-CaM PPI inh: disrupts binding of mutant huntingtin to calmodulin | P42858 | AlphaScreen His-mHTT/GST-CaM binding, luminescence | inhibition, % at 15 µM | actives 3.6% (n = 190,000) | AID 1671202;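 note: 0% = both proteins with DMSO and 100% = one protein alone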
Target sequence (P42858 whole entry, looked up, stated change not applied): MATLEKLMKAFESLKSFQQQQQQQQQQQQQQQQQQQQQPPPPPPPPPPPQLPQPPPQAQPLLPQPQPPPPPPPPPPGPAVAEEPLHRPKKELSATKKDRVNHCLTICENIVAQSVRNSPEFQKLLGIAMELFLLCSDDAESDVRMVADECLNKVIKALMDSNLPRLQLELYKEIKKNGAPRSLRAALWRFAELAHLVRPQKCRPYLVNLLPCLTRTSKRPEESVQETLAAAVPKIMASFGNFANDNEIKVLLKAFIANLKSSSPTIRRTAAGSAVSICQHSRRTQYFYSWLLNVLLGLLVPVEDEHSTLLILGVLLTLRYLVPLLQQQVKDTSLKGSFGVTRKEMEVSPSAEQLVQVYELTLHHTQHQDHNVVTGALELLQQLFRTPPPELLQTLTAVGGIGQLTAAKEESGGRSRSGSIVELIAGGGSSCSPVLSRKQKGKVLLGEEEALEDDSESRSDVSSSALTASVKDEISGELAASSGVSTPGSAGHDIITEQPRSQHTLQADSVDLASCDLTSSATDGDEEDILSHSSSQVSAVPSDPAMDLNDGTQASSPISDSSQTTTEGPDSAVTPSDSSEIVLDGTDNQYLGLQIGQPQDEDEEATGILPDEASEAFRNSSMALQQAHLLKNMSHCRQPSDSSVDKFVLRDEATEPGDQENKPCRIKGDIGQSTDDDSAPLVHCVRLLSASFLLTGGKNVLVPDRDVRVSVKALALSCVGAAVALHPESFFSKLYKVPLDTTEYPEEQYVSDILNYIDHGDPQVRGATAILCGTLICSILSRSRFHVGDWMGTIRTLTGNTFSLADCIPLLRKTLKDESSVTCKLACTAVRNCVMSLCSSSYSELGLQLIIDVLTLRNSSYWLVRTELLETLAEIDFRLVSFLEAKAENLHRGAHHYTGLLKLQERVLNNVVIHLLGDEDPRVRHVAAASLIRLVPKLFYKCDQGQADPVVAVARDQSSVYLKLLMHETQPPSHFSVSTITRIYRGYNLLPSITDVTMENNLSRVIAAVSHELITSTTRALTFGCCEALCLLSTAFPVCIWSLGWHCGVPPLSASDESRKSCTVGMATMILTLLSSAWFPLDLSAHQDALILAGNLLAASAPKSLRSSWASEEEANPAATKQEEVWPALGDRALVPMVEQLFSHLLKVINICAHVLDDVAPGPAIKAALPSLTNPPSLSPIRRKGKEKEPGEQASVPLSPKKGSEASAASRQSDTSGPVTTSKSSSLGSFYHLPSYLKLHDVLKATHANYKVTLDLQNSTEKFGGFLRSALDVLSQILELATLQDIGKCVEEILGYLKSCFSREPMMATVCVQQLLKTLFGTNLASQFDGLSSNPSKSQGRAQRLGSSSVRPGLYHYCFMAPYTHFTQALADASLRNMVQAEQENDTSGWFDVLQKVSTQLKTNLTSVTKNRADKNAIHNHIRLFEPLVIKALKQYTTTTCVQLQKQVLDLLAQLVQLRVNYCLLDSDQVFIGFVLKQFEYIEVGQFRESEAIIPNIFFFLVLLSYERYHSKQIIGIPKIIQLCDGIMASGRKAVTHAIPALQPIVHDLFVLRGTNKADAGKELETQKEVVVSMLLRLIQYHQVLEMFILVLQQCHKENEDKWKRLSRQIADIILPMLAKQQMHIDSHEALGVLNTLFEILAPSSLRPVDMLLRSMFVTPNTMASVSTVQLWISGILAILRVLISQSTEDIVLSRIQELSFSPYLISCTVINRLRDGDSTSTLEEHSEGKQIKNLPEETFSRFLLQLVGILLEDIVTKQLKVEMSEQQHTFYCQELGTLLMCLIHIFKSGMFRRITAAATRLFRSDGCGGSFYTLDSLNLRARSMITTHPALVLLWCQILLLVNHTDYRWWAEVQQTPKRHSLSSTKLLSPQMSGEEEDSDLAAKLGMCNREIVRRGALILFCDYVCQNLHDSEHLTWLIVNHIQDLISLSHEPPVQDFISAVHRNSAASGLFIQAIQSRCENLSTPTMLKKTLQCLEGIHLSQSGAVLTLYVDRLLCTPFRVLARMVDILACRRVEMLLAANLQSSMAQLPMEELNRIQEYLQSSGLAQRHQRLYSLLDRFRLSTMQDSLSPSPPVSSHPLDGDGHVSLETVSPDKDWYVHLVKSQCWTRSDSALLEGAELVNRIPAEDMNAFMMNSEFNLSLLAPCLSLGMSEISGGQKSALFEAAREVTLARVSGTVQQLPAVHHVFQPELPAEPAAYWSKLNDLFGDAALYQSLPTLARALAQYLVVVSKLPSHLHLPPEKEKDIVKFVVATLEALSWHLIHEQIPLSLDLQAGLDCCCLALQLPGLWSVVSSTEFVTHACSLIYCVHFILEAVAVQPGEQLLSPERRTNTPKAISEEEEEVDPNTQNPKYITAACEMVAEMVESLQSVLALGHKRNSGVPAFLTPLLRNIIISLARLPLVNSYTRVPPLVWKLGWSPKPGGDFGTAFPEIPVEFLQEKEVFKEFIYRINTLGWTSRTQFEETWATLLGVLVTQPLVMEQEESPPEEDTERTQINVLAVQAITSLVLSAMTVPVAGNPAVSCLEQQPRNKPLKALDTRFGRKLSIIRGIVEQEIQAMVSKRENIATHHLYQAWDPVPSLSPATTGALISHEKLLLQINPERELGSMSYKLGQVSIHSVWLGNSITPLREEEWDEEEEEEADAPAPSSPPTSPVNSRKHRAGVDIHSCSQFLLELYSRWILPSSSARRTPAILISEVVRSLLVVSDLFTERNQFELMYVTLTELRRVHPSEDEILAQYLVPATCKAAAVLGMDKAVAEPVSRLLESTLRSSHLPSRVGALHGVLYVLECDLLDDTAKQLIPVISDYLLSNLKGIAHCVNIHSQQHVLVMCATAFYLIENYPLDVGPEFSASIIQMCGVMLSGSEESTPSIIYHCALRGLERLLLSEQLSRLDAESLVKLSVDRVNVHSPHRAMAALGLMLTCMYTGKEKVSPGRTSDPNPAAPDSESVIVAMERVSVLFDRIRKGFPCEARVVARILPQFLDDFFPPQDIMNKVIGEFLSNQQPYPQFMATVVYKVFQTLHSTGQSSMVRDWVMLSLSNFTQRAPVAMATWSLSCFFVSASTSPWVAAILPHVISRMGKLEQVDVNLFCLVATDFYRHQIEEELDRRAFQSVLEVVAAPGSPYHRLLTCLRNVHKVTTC
Pf apPOL block: Pf-apPOL DNA polymerase inhibition. Recombinant Pf-apPOL, molecular beacon fluorescence, 1.5 h. inhibition, % at 10 µM. actives 0.25% (n = 210,000). AID 1794808
Starred values were filed as active, the others as inactive; i = inactive; . = not tested or not shown. Cut-off read from the data, not from the text of the source: active = inhibition above about 50%; inactive = the rest.

The opening 18 compounds (preview)
Results follow in this order: mHTT-CaM PPI inh | Pf apPOL block
COCCCNC(=O)c1ccc2c(c1)NC(=O)C(N1CCCC1)S2 (stereo not given)
    1 | -16
O=C(Cc1ccc(Cl)cc1)Nc1ccc(Cl)cc1F
    2 | -1
Cc1ccccc1COCc1nn(C)c2c1CN(C(=O)c1ccc(F)cc1)CC2
    25 | -4
CC(C)c1[nH]nc2c1C(c1ccc(F)c(Br)c1)C(C#N)=C(N)O2 (stereo not given)
    21 | -2
O=C(NCc1ccccc1F)C1CCN(c2nn3c(=O)c4c(nc3s2)CCCC4)CC1
    14 | 1
Cc1ccc(/C=c2\sc3nc(=O)c(Cc4ccccc4)nn3c2=O)cc1
    1 | 0
CCOc1ccc(NC(=O)CSCc2ccccc2Cl)cc1
    -5 | 30
Cc1ccc([N+](=O)[O-])cc1S(=O)(=O)Nc1ccc(-c2ccc(=O)n(C)n2)cc1
    -4 | -3
CC(CNC(=O)c1ccc(F)cc1)CN(C)C (stereo not given)
    -9 | -2
NC(CS(=O)(=O)c1ccccc1)=NO
    . | 14
COc1ccc(/C=C/S(=O)(=O)NCc2ccc(F)cc2)c(CNC(=O)OC(C)(C)C)c1
    8 | 3
COc1ccc(CN2CCc3nc(Nc4ccc5c(c4)OCCO5)ncc3C2)cc1OC
    37 | 1
c1nnnn1CCCN1CCOCC1
    -9 | -4
Cc1cccc(Nc2cc(C)nc3ccnn23)c1
    41 | -14
Cn1c(=O)c2c(nc3[nH]c(C45CC6CC(CC(C6)C4)C5)cn32)n(C)c1=O
    -1 | 2
CCOc1ccccc1C(=O)Nc1cccc(C(C)=O)c1
    10 | -5
COc1ccc(-c2cc(C(F)(F)F)nc(-n3cncn3)n2)cc1
    4 | -2
O=C(CCC1CCCN(c2cc(NC3CC3)ncn2)C1)NCc1ccco1 (stereo not given)
    16 | -2

Main list, from the first entry:
Results follow in this order: mHTT-CaM PPI inh | Pf apPOL block
COCCCNC(=O)c1ccc2c(c1)NC(=O)C(N1CCCC1)S2 (stereo not given)
    1 | -16
O=C(Cc1ccc(Cl)cc1)Nc1ccc(Cl)cc1F
    2 | -1
Cc1ccccc1COCc1nn(C)c2c1CN(C(=O)c1ccc(F)cc1)CC2
    25 | -4
CC(C)c1[nH]nc2c1C(c1ccc(F)c(Br)c1)C(C#N)=C(N)O2 (stereo not given)
    21 | -2
O=C(NCc1ccccc1F)C1CCN(c2nn3c(=O)c4c(nc3s2)CCCC4)CC1
    14 | 1
Cc1ccc(/C=c2\sc3nc(=O)c(Cc4ccccc4)nn3c2=O)cc1
    1 | 0
CCOc1ccc(NC(=O)CSCc2ccccc2Cl)cc1
    -5 | 30
Cc1ccc([N+](=O)[O-])cc1S(=O)(=O)Nc1ccc(-c2ccc(=O)n(C)n2)cc1
    -4 | -3
CC(CNC(=O)c1ccc(F)cc1)CN(C)C (stereo not given)
    -9 | -2
NC(CS(=O)(=O)c1ccccc1)=NO
    . | 14
COc1ccc(/C=C/S(=O)(=O)NCc2ccc(F)cc2)c(CNC(=O)OC(C)(C)C)c1
    8 | 3
COc1ccc(CN2CCc3nc(Nc4ccc5c(c4)OCCO5)ncc3C2)cc1OC
    37 | 1
c1nnnn1CCCN1CCOCC1
    -9 | -4
Cc1cccc(Nc2cc(C)nc3ccnn23)c1
    41 | -14
Cn1c(=O)c2c(nc3[nH]c(C45CC6CC(CC(C6)C4)C5)cn32)n(C)c1=O
    -1 | 2
CCOc1ccccc1C(=O)Nc1cccc(C(C)=O)c1
    10 | -5
COc1ccc(-c2cc(C(F)(F)F)nc(-n3cncn3)n2)cc1
    4 | -2
O=C(CCC1CCCN(c2cc(NC3CC3)ncn2)C1)NCc1ccco1 (stereo not given)
    16 | -2
Cc1ccc(-c2cc(C(=O)NCCN3CCN(C)CC3)n(C)c2)cc1
    13 | -8
O=C(NCc1ccc(F)c(Cl)c1)c1ccnc(N2CCCCC2)n1
    -90 | -5
Cc1cc(Br)c(NC(=S)NNc2ccccc2)c(Br)c1
    . | 5
CCOc1ccc(N2CC(C(=O)Nc3ccc(C)cc3)CC2=O)cc1 (stereo not given)
    -7 | -2
O=C(Nc1cccc(-c2ccc(N3CCCCC3)nn2)c1)c1ccccc1[N+](=O)[O-]
    12 | 3
Brc1ccc(CN2CCN(c3ccccn3)CC2)cc1
    6 | -1
COc1ccc(Cl)cc1NC(=O)c1cc2cccnc2n(C)c1=O
    -11 | 0
Cc1cccc2nnc(N3CCN(C(=O)c4ccc(F)c(F)c4)CC3)n12
    3 | 2
O=[N+]([O-])c1ccc(O)c(C=Nc2cc(C(F)(F)F)ccc2Cl)c1
    5 | -1
Cc1cc(-c2ccc(/C=C3\SC(=O)NC3=O)o2)ccc1[N+](=O)[O-]
    34 | 0
CC(NC(=O)c1cc2c(=O)n3ccccc3nc2n(CCc2ccccc2)c1=N)c1ccccc1 (stereo not given)
    24 | -6
COc1ccccc1C(=O)N1CCc2nc(-c3ccc(F)cc3)ncc2C1
    9 | -4
O=[N+]([O-])c1ccccc1C(N1CCOCC1)N1CCOCC1
    2 | -3
Cc1ccccc1N=C1Nc2ccccc2N[C@]12C[C@H]1CCC(=O)N3CC[C@@H](C2)[C@@H]13
    -8 | 1
O=C(O)CC(C(=O)O)n1nc(-c2ccccc2)cc1-c1ccccc1 (stereo not given)
    1 | 96*
Cc1ccc(NC(=O)c2cc(C)n3nc(C)cc3n2)c(F)c1
    -2 | -2
O=[N+]([O-])c1cccc(S(=O)(=O)Nc2ccc(Cl)cn2)c1
    3 | 16
CC1CCc2nn(CC(=O)Nc3cccc(F)c3)c(=O)cc2C1 (stereo not given)
    3 | -1
Cn1cncc1S(=O)(=O)C(C#N)=Cc1ccccc1Sc1ccc(Cl)cc1
    . | 3
N#Cc1ccc(CNC(=O)Nc2ccc(OCc3ccccc3)cc2)cc1
    . | -10
N#Cc1cnc(SCc2cc(=O)n3ccccc3n2)nc1N
    5 | -9
CC(C)c1ccc(NC(=O)C2CC2c2ccccc2)cc1 (stereo not given)
    -5 | 2

Reformatted: two of the compounds above
> Cc1ccccc1N=C1Nc2ccccc2N[C@]12C[C@H]1CCC(=O)N3CC[C@@H](C2)[C@@H]13
- mHTT-CaM PPI inh: -8
- Pf apPOL block: 1

> O=C(O)CC(C(=O)O)n1nc(-c2ccccc2)cc1-c1ccccc1 (stereo not given)
- mHTT-CaM PPI inh: 1
- Pf apPOL block: 96*

The listing continues.
Results follow in this order: mHTT-CaM PPI inh | Pf apPOL block
Cc1ccccc1OCC(=O)NC1CCCCCC1
    -15 | -9
Cc1ccc(C(=O)N2CCCC(COc3cccc(C(=O)N4CCCCC4)c3)C2)cc1F (stereo not given)
    32 | -1
O=C(/C=C/c1ccccc1)O/N=C1\CCCc2oc3c(c21)CCCC3
    i | -5
COc1ccccc1NC(=O)c1ccc(Cl)c(S(=O)(=O)N2CCOCC2)c1
    5 | 5
Cc1sc2c(=O)n(C3CC3)cnc2c1C(=O)Nc1ccc(F)cc1F
    -2 | 0
O=C(NCC1CCCO1)C1CCCN(Cc2nc(-c3cccs3)no2)C1 (stereo not given)
    -2 | 1
C=CCn1c(SCC(=O)Nc2ccc(S(N)(=O)=O)cc2)nnc1-c1cccs1
    . | 0
CCOc1ccc(CNC(=O)c2ccc3c(c2)NC(=O)C(N2CCCCC2)S3)cc1OC (stereo not given)
    33 | -22
